# Source: PubChem BioAssay (National Center for Advancing Translational Sciences (NCATS))
# ATXN2 expr inh – reduces ATXN2 reporter expression in HEK-293 cells; Potency, µM (series often up to 57 µM), inactives show at the highest dose activity change, negative = inhibition, actives largely listed as inhibitors; HEK-293 ATXN2-luciferase reporter, luminescence, 24 h; 360,000 tested, 0.72% active; further: nearly all actives have a fitted effect of over 55% in size
#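 qHTS (up to 57 uM final) was run with 24 h compound exposure of reporter cells at 37 °C. Each well was multiplexed: SteadyGlo luminescence measured ATXN2-luciferase expression after a fluorogenic Gly-Phe-AFC viability readout (25 uM final).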
# KB-V1 MDR tox – KB-V1 MDR subline cytotoxicity | 400,000 tested, 3.4% active | Potency, µM (series often up to 46.1 µM), without a hit: at the highest dose activity change, negative = cytotoxicity, usual class: cytotoxic | AID 1347076 | KB-V1 MDR cells viability, CellTiter-Glo, 72 h; further: nearly all actives have a fitted effect of over 60% in size
#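 In this primary screen, KB-V1 cells overexpressing P-gp are incubated with library compounds (lowest to highest concentration) for 72 h at 37 degrees C before a luminescent ATP viability read.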
# KB-3-1 cytotox – KB-3-1 parental cell cytotoxicity; AID 1347075; KB-3-1 viability, CellTiter-Glo ATP luminescence, 72 h; Potency, µM (highest dose often 46.1 µM), for inactives: at the top dose activity change, negative = cytotoxic, hits mostly cytotoxic; 400,000 tested, 1.4% active; further: nearly all actives have a fitted effect of over 60% in size
#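 Parental KB-3-1 viability, qHTS format: 72 h compound exposure, 37 °C; CellTiter-Glo; media-only wells and DMSO plates as controls; concentration-effect fits on corrected data.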
# Numbers without * were called inactive; ? = inconclusive; [ ] = another dose, or the depositor's remark. The call rests on the fitted dose curve; in most records, active means well fitted curve in the direction sought with a large enough effect; inconclusive means small, poorly fitted or top-dose-only effect, or another doubt; inactive means no such curve, though single readings can be large; an effect the other way counts as inactive or inconclusive. On the % scale 0 is the no-effect control and ±100 the full control effect; potency means the concentration at half of the fitted maximal effect. Not all compounds are listed; count on the stated rates, not on these rows.
# Start of the data: the first 5 compounds, ahead of the listing:
SMILES,ATXN2 expr inh,KB-V1 MDR tox,KB-3-1 cytotox
c1ccc(N2CCN(c3ncnc4c3nc3n4CCCCC3)CC2)cc1,?,?,?
Cc1ccc(-c2nc(C(=O)NCc3ccccc3Cl)c3n2CCCCC3)cc1,-34%,?,-24%
CCCC(=O)N1c2ccccc2-c2nnc(SC)nc2OC1c1sccc1C (stereo not given),3%,-25%,-26%
CC(=O)N1c2ccc(S(=O)(=O)N3CCCCCC3)cc2CC1C(=O)NCc1ccccc1C (stereo not given),-5%,-8%,6%
COC(=O)c1cc2sc(Cl)cc2n1CC(=O)Nc1cc(OC)cc(OC)c1,-13%,-11%,4%

# Results (from the top)
SMILES,ATXN2 expr inh,KB-V1 MDR tox,KB-3-1 cytotox
c1ccc(N2CCN(c3ncnc4c3nc3n4CCCCC3)CC2)cc1,?,?,?
Cc1ccc(-c2nc(C(=O)NCc3ccccc3Cl)c3n2CCCCC3)cc1,-34%,?,-24%
CCCC(=O)N1c2ccccc2-c2nnc(SC)nc2OC1c1sccc1C (stereo not given),3%,-25%,-26%
CC(=O)N1c2ccc(S(=O)(=O)N3CCCCCC3)cc2CC1C(=O)NCc1ccccc1C (stereo not given),-5%,-8%,6%
COC(=O)c1cc2sc(Cl)cc2n1CC(=O)Nc1cc(OC)cc(OC)c1,-13%,-11%,4%
CCOC(=O)c1c(NC(=O)Nc2ccc(F)cc2)sc(C(=O)N(C)C)c1C,-1%,29%,-4%
CCCOC(=O)c1c(NC(=O)c2nc3ncccn3n2)sc(C(=O)OCC)c1C,1%,9%,?
COc1cccc2cc(C(=O)Nc3ccc(C)cc3)c(=O)oc12,15%,5%,-15%
Cc1ccc(CNC(=O)c2nn(C)c3c2CSc2ccc(C)cc2-3)cc1,-17%,0%,-3%
COC(=O)c1cc(NC(=O)CCc2c(C)nc3nc(C)nn3c2C)cc(C(=O)OC)c1,6%,-4%,7%
CCc1ccccc1NC(=O)Nc1nnc(N2CCCC2)s1,0%,1%,14%
CN1CCN(c2ncnc3c2cnn3-c2cccc(Cl)c2)CC1,44%[activator],?,3%
CCn1c(CN2CCN(C)CC2)nc2cc(NC(=O)c3ccc([N+](=O)[O-])cc3)ccc21,4%,?,8%
Cc1cc(N2CCN(c3ccc(F)cc3)CC2)n2nc(-c3ccc(Cl)cc3)nc2n1,15%,?,14%
COc1ccc(-n2ccnc(NCCc3ccc(S(N)(=O)=O)cc3)c2=O)cc1,2%,6%,3%
CCC(=O)N1CCc2cc(S(=O)(=O)NC(C(=O)NCCc3cccc(C)c3)C(C)C)ccc21 (stereo not given),-1%,-3%,-14%
CCN(C(=O)c1noc2c1COc1ccc(C)cc1-2)c1cccc(C)c1,3%,?,-3%
Cc1ccc(OCc2ccc(-c3nc(C#N)c(NCc4ccccc4Cl)o3)o2)cc1,?,-2%,-21%
Cc1ccccc1CNC(=O)c1cnc2sc(N3CCC(C)CC3)nn2c1=O,-4%,0%,-8%
Cn1c(C(=O)Nc2cccc(Cl)c2)cc2c(=O)n(C)c3ccccc3c21,7%,1%,-1%
COc1ccc(-c2nc3cc(C)ccn3c2NC(=O)c2cccc(F)c2)cc1,8%,-7%,-3%
Cc1cccc(N2CCN(C(=O)c3ccc4c(Cl)c5c(nc4c3)CCCC5)CC2)c1C,-21%,1%,8%
O=C(NCc1ccccc1Cl)c1cc(=O)[nH]c2ccc(S(=O)(=O)N3CCCCC3)cc12,3%,?,6%
CCOc1ccc(N(CC)C(=O)Cn2cnc3sc(C)c(S(=O)(=O)N4CCN(c5ncccn5)CC4)c3c2=O)cc1,9%,0%,24%
CS(=O)(=O)c1ccc(C(=O)OCC(=O)N2CCN(CCC3CCCCC3)CC2)cc1[N+](=O)[O-],3.5µM*,23µM*,6.5µM*
COC(=O)c1cc2sc(Cl)cc2n1Cc1nc(-c2ccccc2C)oc1C,6%,20%,-3%
COc1cc(NS(=O)(=O)c2ccc3[nH]c4c(c3c2)CCCC4)cc(OC)c1OC,?,?,0.065µM*
Cc1ccnc(NS(=O)(=O)c2ccc(NC(=O)c3ccc(C)c(C)c3)cc2)n1,12%,?,18%
CC(C)(C)OC(=O)N1CCC(c2c(C(=O)NCc3ccco3)cnn2-c2ccc(F)cc2)CC1,-6%,-21%,0%
CCOC(=O)c1cnc2c(C)c(Cl)ccc2c1NCCc1ccc(OC)c(OC)c1,-14%,-5%,-9%
CCOCCCNC(=O)c1ccc2c(=O)n(CCc3ccccc3)c(=O)[nH]c2c1,10%,20%,2%
COc1cccc(NC(=O)Nc2cc(-c3cn4cccnc4n3)ccc2OC)c1,44%[activator],-1%,19%
CC(=O)c1ccc(NC(=O)c2cc(-c3ccc4c(c3)OCO4)on2)cc1,12%,12%,1%
Cc1cccc(C2C=C(c3ccc(C)c(C)c3)Nc3nnnn32)c1 (stereo not given),12%,?,21µM*
CCCn1c(=O)n(-c2ccccc2)c(=O)c2sc3ccccc3c21,0%,18%,4%
COc1ccc(-n2c(SCc3ccccc3F)nc3c([nH]c4ccccc43)c2=O)cc1OC,-3%,?,18%
O=C(CSc1nnc(-c2ccncc2)n1-c1ccccc1)Nc1ccc(Cl)c(Cl)c1,-17%,0%,-1%
Cc1ccc(CN2CCC(CNc3ncnc4onc(-c5ccc(F)cc5)c34)CC2)cc1,-15%,-19%,?
COc1ccccc1Nc1nc2ccc(Cl)cc2nc1-n1nc(C)cc1C,6%,10%,0%
COc1ccc(N2C(=O)CSC23C(=O)N(Cc2cccc(F)c2)c2ccccc23)cc1Cl (stereo not given),-30%,16µM*,?
Cc1ccc(Cc2nc3ccccc3nc2SCC(=O)NCCc2ccccc2)cc1,16%,-5%,-1%
Cn1cc(C(=O)N2CCN(c3cccc(Cl)c3)CC2)c(=O)c2cc(S(=O)(=O)N3CCCC3)ccc21,2%,16%,-11%
COc1ccc2nc(NC(=O)c3cc(=O)c4cc(C)cc(C)c4o3)sc2c1,1%,-5%,9%
CC(C)COC(=O)Cn1nnc2sc(-c3ccccc3)cc2c1=O,1%,1%,3%
CCOC(=O)c1c(C)oc2nc(C)nc(NCc3ccc(C)cc3)c12,2%,1%,1%
Cc1ccc(NC(=O)N2CCc3c([nH]c4ccccc34)C2c2ccccc2F)c(Cl)c1 (stereo not given),48%[activator],?,?
COc1ccc(-c2noc(CCCC(=O)Nc3cccc(Cl)c3C)n2)cc1,-19%,-15%,-4%
CCOC(=O)c1c(S(=O)(=O)N2CCC(C(=O)NCc3ccccc3Cl)CC2)c(C)n(C)c1C,2%,-25%,-1%
COc1ccc(NC(=O)N(Cc2ccco2)C2CCN(C(C)=O)CC2)c(OC)c1,-11%,-3%,4%
O=C(CN1C(=O)CCSc2ccccc21)Nc1ccc(C(F)(F)F)cc1,-28%,?,?
CCN(C(=O)c1cc2c(=O)oc3ccccc3c2s1)c1ccc(C)c(C)c1,17%,0%,13%
CN(CC(=O)Nc1cccc(C#N)c1)S(=O)(=O)c1cc2c(cc1Cl)NC(=O)CO2,10%,5%,5%
Cc1ccccc1OCCSc1nnc(-c2cccs2)o1,19%,20%,-11%
Cc1csc2nc(COc3ccc(NC(=O)COc4ccccc4)cc3)cc(=O)n12,4%,-9%,0%
CCCCOc1cccc(C(=O)N(Cc2ccc(N(C)C)cc2)C2CCS(=O)(=O)C2)c1 (stereo not given),9%,-13%,-17%
Cc1ccccc1CN1CCc2nc(N3CCN(c4ncccn4)CC3)ncc2C1,-23%,-19%,-6%
Cc1ccc(-n2ncc3c(Nc4cccc(C)c4)ncnc32)cc1,24%,-20%,-4%
Cc1ccc(-n2ncc3c(NNC(=O)c4ccccc4C)ncnc32)cc1,-22%,-4%,8%
CCC(Cc1ccccc1)NC(=O)CN1C(=O)COc2ccc(S(=O)(=O)N3CCCCCC3)cc21 (stereo not given),5%,-14%,-21%
CCOc1ccccc1NC(=O)C(=O)c1cc(C)n(-c2ccc(F)cc2)c1C,5%,4%,1%

# Additional compounds:
SMILES,ATXN2 expr inh,KB-V1 MDR tox,KB-3-1 cytotox
CCCCN(Cc1ccco1)C(=O)c1cc2c(s1)-c1c(C)cccc1OC2,?,-8%,-23%
COc1ccccc1OC(C)C(=O)Nc1cccc(-c2nc3ccccc3o2)c1 (stereo not given),?,-29%,-5%
COc1cccc(-n2c(=O)c3sc4ccccc4c3n(CC(=O)NC3CCCCC3)c2=O)c1,-16%,-28%,-6%
COC(=O)c1ccc(Cl)cc1NC(=O)N1CCC(CN2CCC(C)CC2)CC1,-16%,-9%,-13%
Cc1noc(-c2ccc(-c3noc(-c4ccccc4)n3)cc2)n1,32%,17%,-18%
Cc1cccc2c(=O)cc(CSc3ccccc3NC(=O)C(C)C)[nH]c12,5%,16%,0%
COc1ccc(CN(C)c2ccc(-c3nc(C)no3)cc2[N+](=O)[O-])cc1,-15%,?,?
CCOC(=O)c1cc2c(=O)n3ccccc3nc2n(Cc2ccco2)c1=NC(=O)c1cccc(Br)c1,2%,-1%,15%
Cc1cccc(C)c1NC(=O)Cn1c(=O)n(Cc2ccccc2)c(=O)c2c(C)c(C(=O)N(C)C)sc21,1%,-8%,3%
Cc1ccc2ncc(C(=O)Nc3ccc(F)cc3F)c(=O)n2c1,11%,17%,0%
Cc1ccc(S(=O)(=O)N2CCCC(c3nc4c(nnn4Cc4ccc(OC(F)(F)F)cc4)c(=O)[nH]3)C2)cc1 (stereo not given),1%,3%,16%
CCCCc1ccc(NC(=O)c2cc3c(=O)n4ccccc4nc3s2)cc1,-8%,5%,14%
CCOc1ccccc1NC(=O)C(C)N(c1ccccc1)S(C)(=O)=O (stereo not given),-2%,-8%,-13%
Cc1ccc(-c2nc(C)c(CCNC(=O)C(=O)Nc3ccc(C)c(Cl)c3)s2)cc1,3%,-8%,-4%
CC1(C)CC(=O)c2cc(C#N)c(=O)n(-c3ccc(Cl)cc3)c2C1,9%,8%,0%
CCCCN(CC)C(=O)c1ccc2c(c1)NC(=O)c1ccccc1S2,0%,-12%,-4%
Cc1ccc(CNC(=O)N2CCC(CN3CCC(C)CC3)CC2)cc1,-4%,9%,0%
Cc1nn(CC(=O)N2CCN(c3ccccc3)CC2)c(=O)c2cc3cc(F)ccc3n12,9%,?,10%
Cn1c(=O)[nH]c(=O)c2c1nc1n2CCN1c1ccccc1,3%,-5%,-5%
Cc1c(C(=O)Nc2ccccc2Cl)oc2ccc(S(=O)(=O)N3CCCCCC3)cc12,-4%,15%,2%
CCc1ccc(-c2[nH]nc3nc(-c4ccc(OC)cc4)cc(C(=O)NCCc4ccc(OC)c(OC)c4)c23)cc1,?,?,0%
Cc1ccc2occ(CC(=O)Nc3nnc(C(C)C)s3)c2c1,0%,-2%,-3%
O=C(NCc1c(-n2cccc2)sc2c1CCCC2)Nc1cccc(C(F)(F)F)c1,-4%,-9%,-23%
Cc1ccc(C(=O)c2cn(Cc3ccccc3F)c3cc4c(cc3c2=O)OCO4)cc1,-3%,-16%,-4%
COc1ccc(Nc2oc(-c3ccc(COc4ccccc4C)o3)nc2C#N)cc1,?,-24%,-15%
Cc1noc2ncnc(N3CCN(c4ccccc4F)CC3)c12,-16%,2%,-1%
N#Cc1ccc(C(=O)Nc2ccc3c(c2)N(C2CCCC2)C(=O)c2ccccc2S3)cc1,-1%,14%,-30%
CC(=O)C1=C(OC(=O)C(C)C)c2ccccc2S(=O)(=O)N1Cc1ccccc1,13%,-8%,-11%
COCCNC(=O)CCn1c(=O)[nH]c2cc(OC)c(OC)cc2c1=O,8%,32%,3%
Cc1c(Cl)cccc1-n1ncc(C(=O)NCCN2CCN(C)CC2)c1C1CCN(C(=O)OC(C)(C)C)CC1,-3%,0%,-1%
COc1ccc(-c2nc3ccc(NS(=O)(=O)c4ccc(Cl)cc4)cc3o2)cc1,0%,5%,7%
Cc1ccc(Cn2c(CCCNC(=O)c3ccco3)nc3ccccc32)cc1,-17%,-25%,0%
COc1ccccc1CNC(=O)C1(c2cccs2)CCOCC1,8%,18%,-22%
CCOc1ccc(NC(=O)NCCCN2CCN(c3ccc(F)cc3)CC2)cc1,-17%,-11%,-3%
O=C(NCCc1ccccc1)C(=O)NCC(c1ccco1)S(=O)(=O)c1ccccc1 (stereo not given),4%,4%,1%

# A different layout for 6 compounds above:
SMILES | ATXN2 expr inh | KB-V1 MDR tox | KB-3-1 cytotox
N#Cc1ccc(C(=O)Nc2ccc3c(c2)N(C2CCCC2)C(=O)c2ccccc2S3)cc1 | -1% | 14% | -30%
CC(=O)C1=C(OC(=O)C(C)C)c2ccccc2S(=O)(=O)N1Cc1ccccc1 | 13% | -8% | -11%
COCCNC(=O)CCn1c(=O)[nH]c2cc(OC)c(OC)cc2c1=O | 8% | 32% | 3%
Cc1c(Cl)cccc1-n1ncc(C(=O)NCCN2CCN(C)CC2)c1C1CCN(C(=O)OC(C)(C)C)CC1 | -3% | 0% | -1%
COc1ccc(-c2nc3ccc(NS(=O)(=O)c4ccc(Cl)cc4)cc3o2)cc1 | 0% | 5% | 7%
Cc1ccc(Cn2c(CCCNC(=O)c3ccco3)nc3ccccc32)cc1 | -17% | -25% | 0%
